Bioassay records as filed in PubChem.
Eya2 phos inh: inhibitors of human Eya2 phosphatase activity | Potency, µM (series often up to 76.9 µM), without a hit: at the highest dose activity, negative = inhibition, hits mostly inhibitors | actives 0.006% (n = 330,000) | recombinant Eya2, OMFP fluorescence dephosphorylation (OMFP is methylfluorescein phosphate) | O00167; further: potency means the concentration at half of the fitted maximal effect; on the % scale 0 is the no-effect control and ±100 the full control effect
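Eya2 (0.2 uM) preincubated 10 min at ambient with compound, then OMFP substrate added at 50 uM; 10 min reaction in 50 mM HEPES pH 7.5, 50 mM NaCl, 5 uM MgCl2, 0.05% BSA, 1 mM DTT. Fluorescence read at Ex 485/Em 525 nm.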
USP2a block: inhibitors of human ubiquitin-specific protease USP2a. O75604. actives 0.01% (n = 330,000). USP2 core, Ub-CHOP2 coupled fluorogenic reporter, 485/531. Potency, µM (top dose mostly 38.3 µM), for the others: top-dose activity change, negative = inhibition, hits mostly inhibitors;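 further: potency means the concentration at half of the fitted maximal effect; plate controls were DMSO wells for no effect and full inhibition by NEM control for full effect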
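Deubiquitinase activity read as fluorescence (485/531 nm) after Ub-CHOP2 cleavage activates the enterokinase reporter on its substrate; USP2 core 10nM, Ub-CHOP2 and substrate 25nM each, 30min compound preincubation then 60min RT; data normalized to NEM, curves fitted.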
BRCA1 expr act: increases BRCA1 expression. Potency, µM (titrated, usually from 46.1 µM), for the others: top-dose activation, usual class: activators. actives 1.1% (n = 380,000). MCF7-BRCA1-FFLuc reporter, luminescence, 48 h; response scale: scaled: vehicle 0%, 10 µM genistein 100%. AID 624202; further: potency means the concentration at half of the fitted maximal effect; nearly all actives have a fitted effect of over 80% in size; some results filed as inactive show a strong effect at the top dose
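Cells: MCF7-BRCA1-FFLuc, 2000/well. Exposure: 48 h, 37 °C, 5% CO2. Read: luminescence, 15 min post-substrate. Controls: genistein 10 microM (maximal activation), DMSO (neutral).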
B2AR arrestin: recruits beta-arrestin to the human beta2-adrenergic receptor. AID 492947. Potency, µM (titrated, usually from 46.1 µM), without a hit: at the top dose activation, hits mostly activators. actives 0.02% (n = 330,000). P07550. beta-arrestin recruitment to beta2AR, cell-based reporter;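 further: potency means the concentration at half of the fitted maximal effect; 0% = DMSO controls and full agonism = EC100 isoproterenol or metaproterenol; nearly all actives have a fitted effect of over 65% in size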
TSG101-PTAP inh: blocks PTAP/TSG101 interaction to inhibit HIV-1 budding; Fluorescence polarization, FITC-PTAP peptide / Tsg101 binding; Q99816; AID 493005; 340,000 tested, under 10 active; Potency, µM (titrated, usually from 115 µM), for the others: at the highest dose activity change, negative = inhibition, usual class: inhibitors; active means well fitted inhibition curve with a large enough effect in the main read-out, with a control signal flat, not every such curve was filed as active; inconclusive means small, poorly fitted or top-dose-only effect, or effect the other way, or a change in a side signal; inactive means no such curve, though single readings can be large or run the other way; further: potency means the concentration at half of the fitted maximal effect; % of control where 0% means no effect
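Fluorescence polarization binding of Tsg101 binding domain (10 uM final) to FITC-labeled PTAP peptide (50 nM final) in HEPES pH 7.5 buffer with NaCl, Tween 20, EDTA, TCEP. Compounds added before peptide; binding 20 min at RT.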
Integrin act MD: activates integrin-mediated alleviation for muscular dystrophy; alpha7betagal myoblasts, beta-gal FDG fluorescence, 48 h; Potency, µM (doses to about 38.3 µM), for the others: at the highest dose activation, most hits filed as activators; actives 0.064% (n = 350,000); AID 624291;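 further: potency means the concentration at half of the fitted maximal effect; 100% = response of the positive control SU9516; nearly all actives have a fitted effect of over 60% in size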
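alpha7betagal+/- myoblasts (passage 13, 250/well) treated 48 h at 37C with compounds at 1:260 dilution of DMSO stock. Lysed, then beta-galactosidase activity read as FDG fluorescence (ex 480/em 540) after 30 min, with pre-read for autofluorescence.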
p53 reactivation: mutant p53 re-activation in reporter cells; H1299 p53-A138V BP100-luciferase reporter, luminescence, 24 h; Potency, µM (series often up to 92.2 µM), for the others: at the highest dose activity change, positive = activation, hits mostly activators; actives 0.063% (n = 320,000); AID 504706; further: potency means the concentration at half of the fitted maximal effect; % of control where 0% means no effect; nearly all actives have a fitted effect of over 45% in size
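H1299 (p53-null), stable ts p53-A138V + BP100-Luc; 1000 cells/well, Opti-MEM/10% FBS; cpd 4 pt, 1:5; 24 h, 37 deg C, 5% CO2; detection reagent 10 min RT; luminescence.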
TRPV1 agonist: human TRPV1 agonism; TRPV1-expressing cells, Fluo-8 calcium influx, agonist mode; activation, % at 8.33 µM; actives 0.19% (n = 320,000); AID 540275; in the data active means activation above about 80%; inconclusive means between about 30% and that limit; further: 0% is about no effect
Target sequence (Q8NER1 whole entry, looked up): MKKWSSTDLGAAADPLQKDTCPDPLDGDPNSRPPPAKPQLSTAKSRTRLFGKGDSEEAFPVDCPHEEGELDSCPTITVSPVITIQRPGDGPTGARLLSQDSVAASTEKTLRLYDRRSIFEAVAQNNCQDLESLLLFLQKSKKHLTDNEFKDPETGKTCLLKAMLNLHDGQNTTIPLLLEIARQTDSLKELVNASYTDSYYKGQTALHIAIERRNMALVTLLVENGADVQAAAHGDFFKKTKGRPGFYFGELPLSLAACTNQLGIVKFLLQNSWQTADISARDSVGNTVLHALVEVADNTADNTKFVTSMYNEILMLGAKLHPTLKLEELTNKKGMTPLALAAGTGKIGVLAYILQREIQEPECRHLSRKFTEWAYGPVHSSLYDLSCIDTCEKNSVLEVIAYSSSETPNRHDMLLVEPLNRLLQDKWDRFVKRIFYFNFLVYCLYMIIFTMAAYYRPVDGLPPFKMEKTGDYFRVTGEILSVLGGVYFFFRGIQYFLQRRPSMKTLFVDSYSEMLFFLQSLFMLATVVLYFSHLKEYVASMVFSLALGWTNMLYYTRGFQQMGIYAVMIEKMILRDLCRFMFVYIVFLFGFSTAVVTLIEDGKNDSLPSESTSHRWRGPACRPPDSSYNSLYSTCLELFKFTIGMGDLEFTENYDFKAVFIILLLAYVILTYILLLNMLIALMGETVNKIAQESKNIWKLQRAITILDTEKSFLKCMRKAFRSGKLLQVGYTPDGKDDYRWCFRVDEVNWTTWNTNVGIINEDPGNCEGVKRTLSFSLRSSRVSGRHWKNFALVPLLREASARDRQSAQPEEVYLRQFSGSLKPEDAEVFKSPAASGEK
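Cells expressing TRPV1 were dye-loaded with Fluo-8 and read kinetically: 10 s baseline, 3 min after compound (agonist portion), then 2 min after EC20 capsaicin (allosteric enhancer portion). Calcium-bound dye fluorescence at 480/520 nm.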
uPA surface inh: inhibitors of cell surface uPA generation. cell surface uPA generation assay, qHTS. Potency, µM (series often up to 38.3 µM), inactives show at the top dose activity change, negative = inhibition, actives largely listed as inhibitors. actives 0.31% (n = 330,000); active means well fitted inhibition curve with a large enough effect; inconclusive means small, poorly fitted or top-dose-only effect; inactive means no such curve, though single readings can be large or run the other way; tested in mouse RAW 264.7 cells; further: potency means the concentration at half of the fitted maximal effect; on the % scale 0 is the no-effect control and ±100 the full control effect; nearly all actives have a fitted effect of over 55% in size
ELG1 genotox: genotoxicity induction in ELG1-luciferase HEK293T cells; HEK293T ELG1-luciferase reporter, luminescence, 16 h; Potency, µM (titrated, usually from 46 µM), for inactives: at the top dose activity change, positive = activation, hits mostly activators; actives 1.3% (n = 330,000); further: potency means the concentration at half of the fitted maximal effect; % of control where 0% means no effect; nearly all actives have a fitted effect of over 60% in size
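HEK293T cells expressing luciferase-tagged ELG1 were treated with compound or DMSO for 16 hr at 37°C. Luciferase activity was then read after 30 min with ONE-Glo at room temperature; rising signal flags genetic stress.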
S-ASM inh: human S-ASM enzyme inhibition | P17405 | placental ASM, HMU-PC fluorogenic substrate, 60 min | Potency, µM (titrated, usually from 57.5 µM), without a hit: at the top dose activity change, negative = inhibition, hits mostly inhibitors | actives 0.006% (n = 340,000); further: potency means the concentration at half of the fitted maximal effect
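Fluorogenic HMU-PC substrate (9 uM final) is turned over by placental ASM in 60 min at 37 C after a 10 min compound preincubation. Reaction ended by alkaline stop (pH 10), with fluorescence read at 386/447 nm.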
* marks the source's active call; other numbers are inactive results; ? = inconclusive; . = no result given; [ ] = another dose, or the depositor's remark. Unless noted, the call rests on the fitted dose curve; in most records, active means well fitted curve in the direction sought with a large enough effect; inconclusive means small, poorly fitted or top-dose-only effect, or another doubt; inactive means no such curve, though single readings can be large; an effect the other way counts as inactive or inconclusive.

SMILES	Eya2 phos inh	USP2a block	BRCA1 expr act	B2AR arrestin	TSG101-PTAP inh	Integrin act MD	p53 reactivation	TRPV1 agonist	uPA surface inh	ELG1 genotox	S-ASM inh
O=C(NC12CC3CC(CC(C3)C1)C2)c1ccco1	-7%	0%	2%	-0.5%	-1%	-8%	14%	11	-2%	-5%	-2%
C=CCNC(=O)c1cc2c(=O)n3cc(C)ccc3nc2nc1NCC1CCCO1 (stereo unspecified)	3%	6%	.	0.3%	.	.	-11%	-1	.	-2%	.
COc1ccc(NC(=O)C2CC(=O)N(C)C(=Nc3ccc4c(c3)OCO4)S2)cc1 (stereo unspecified)	18%	1%	-26%	0.4%	1%	-13%	-5%	11	5%	-13%	-17%
COc1ccc(NC(=S)N2CCN(S(=O)(=O)c3ccc(F)cc3)CC2)cc1	-8%	0%	1%	-0.2%	1%	-23%	2%	19	-5%	3%	-1%
Cc1ccc(N(CC(=O)Nc2ccccc2-c2ccccc2)S(=O)(=O)c2ccccc2)cc1	9%	2%	-48%	0.1%	-4%	22%	4%	?	9%	2%	-1%
Fc1ccccc1CNC(=S)NC1CCCCC1	-2%	3%	10%	0.1%	-4%	-28%	10%	?	-6%	-8%	3%
O=C(Nc1cnn(Cc2ccc(F)cc2)c1)c1cc2nc(-c3ccco3)cc(C(F)(F)F)n2n1	-2%	0%	-5%	0.4%	-8%	6%	-5%	25	-5%	8%	13%
COc1ccc(N2CC(C(=O)Nc3cc(C)ccn3)CC2=O)cc1 (stereo unspecified)	-5%	0%	-17%	-1.0%	-4%	23%	-1%	4	1%	-5%	2%
Cc1ccc(Nc2c(-c3ccc(N4CCOCC4)cc3)nc3ncccn23)cc1	6%	0%	0%	-0.2%	0%	4%	-3%	-3	13%	-2%	-10%
COC(=O)CNC(=O)c1cn(-c2ccc(C)c(C)c2)c(=O)c2ccccc12	12%	0%	8%	-0.2%	-2%	3%	6%	2	-5%	-3%	0%
CCc1nnc(NC(=O)CSc2nc3c(c(=O)n2-c2ccccc2OC)SCC3)s1	-2%	2%	-68%	0.3%	-1%	-18%	-2%	1	-4%	-9%	-1%
O=C(Cc1ccc(F)cc1)NC1CCCC1	9%	2%	-8%	0.0%	-9%	3%	-3%	-1	1%	1%	3%
CC1CCCCN1S(=O)(=O)c1ccc2c(c1)CCN2C(=O)C1CCC1 (stereo unspecified)	14%	0%	-29%	-0.2%	-4%	8%	1%	26	-6%	-5%	-1%
CCOc1ccc(NC(=O)CSc2nnc(-c3ccccc3)n2N)cc1	-3%	-5%	3%	-0.2%	2%	5%	8%	-1	3%	7%	-2%
COc1ccccc1C1OC2=C(Nc3ccc([N+](=O)[O-])cc3N2)C1=O (stereo unspecified)	0%	2%	-1%	-0.6%	-6%	6%	6%	-3	8%	-11%	-8%
Cc1c(C(=O)N2CCN(c3ccc(F)cc3)CC2)sc2ncnc(N3CCN(c4ccccn4)CC3)c12	-1%	-6%	-89%	-0.5%	-7%	-24%	-3%	0	-2%	-14%	?
S=C(NC1CCCCC1)NN1CCOCC1	4%	1%	-3%	-0.8%	-6%	0%	7%	-1	-21%	1%	1%
CCN(CC)CCSc1nc(O)c(Cc2ccccc2)c(=O)n1-c1ccccc1	9%	1%	-2%	0.0%	0%	-11%	0%	-2	7%	-1%	6%
CCc1ccc(N(CC(=O)NC2CCCC2)S(=O)(=O)c2c(C)noc2C)cc1	-2%	1%	-17%	-0.3%	0%	-8%	-2%	13	-7%	-5%	2%
COc1cccc(-c2nnc(SCC(=O)OC(C)C)n2N)c1	-4%	-1%	13%	0.0%	-1%	-15%[7.66 µM]	6%	-1	.	7%	0%
CN1CCc2c(sc3nc(SCC(=O)N4CCOCC4)n(-c4ccc(Cl)cc4)c(=O)c23)C1	8%	0%	-17%	-0.1%	-2%	29%	11%	1	0%	0%	17%
COc1ccc(-c2ccc(CCC(=O)O)n2-c2ccc(O)cc2)cc1	1%	0%	0%	-0.6%	-6%	7%	8%	1	-6%	0%	9%
COCCNS(=O)(=O)c1ccc2c(c1)C(=NO)c1cc(S(=O)(=O)NCCOC)ccc1-2	-4%	0%	-4%	2.0%	-7%	3%	-2%	0	-5%	-16%	0%
Cc1nc(SCC(=O)N2CCc3ccccc3C2)c2c(C)c(C)sc2n1	-12%	0%	-49%	0.0%	-1%	-11%	-22%	25	-4%	-5%	-14%

Reformatted with values under each structure: 5 of the compounds above
Values in the order: Eya2 phos inh	USP2a block	BRCA1 expr act	B2AR arrestin	TSG101-PTAP inh	Integrin act MD	p53 reactivation	TRPV1 agonist	uPA surface inh	ELG1 genotox	S-ASM inh
C=CCNC(=O)c1cc2c(=O)n3cc(C)ccc3nc2nc1NCC1CCCO1 (stereo unspecified)
 : 3%	6%	.	0.3%	.	.	-11%	-1	.	-2%	.
COc1ccc(NC(=O)C2CC(=O)N(C)C(=Nc3ccc4c(c3)OCO4)S2)cc1 (stereo unspecified)
 : 18%	1%	-26%	0.4%	1%	-13%	-5%	11	5%	-13%	-17%
COc1ccc(NC(=S)N2CCN(S(=O)(=O)c3ccc(F)cc3)CC2)cc1
 : -8%	0%	1%	-0.2%	1%	-23%	2%	19	-5%	3%	-1%
Cc1ccc(N(CC(=O)Nc2ccccc2-c2ccccc2)S(=O)(=O)c2ccccc2)cc1
 : 9%	2%	-48%	0.1%	-4%	22%	4%	?	9%	2%	-1%
Fc1ccccc1CNC(=S)NC1CCCCC1
 : -2%	3%	10%	0.1%	-4%	-28%	10%	?	-6%	-8%	3%

The list continues.
SMILES	Eya2 phos inh	USP2a block	BRCA1 expr act	B2AR arrestin	TSG101-PTAP inh	Integrin act MD	p53 reactivation	TRPV1 agonist	uPA surface inh	ELG1 genotox	S-ASM inh
Cc1c(C(=O)Nc2ccc(S(=O)(=O)N(C)C3CCN(C)CC3)cc2)oc2c(Cl)cccc12	-13%	-5%	-75%	0.5%	-5%	-62%[inhibitor]	9%	12	-13%	-34%[inhibitor]	-15%
CC1=CC(C)(C)N(C(=O)CSc2nccn2C)c2cc(C)ccc21	16%	1%	-4%	0.2%	-2%	7%	-3%	2	-9%	-17%	7%
COc1ccc(S(=O)(=O)c2c(O)c3ccc(C(=O)Nc4ccccc4F)cc3[nH]c2=O)cc1	14%	3%	0%	0.0%	-5%	-2%	-1%	-10	-1%	0%[9.26 µM]	6%
CC(=O)Nc1ccc(/C=C/c2ccc3c([N+](=O)[O-])cccc3n2)cc1	2%	4%	?	0.4%	-9%	?	?	-1	0%	?	1%
COc1ccc(OC)c(/C=N/NC(=O)c2ccc(N(C)S(=O)(=O)c3ccccc3)cc2)c1	-6%	1%	-2%	0.1%	-9%	-4%	-4%	-5	-18%	0%	78%[activator]
CN(C)S(=O)(=O)c1ccc(Nc2nc(C3CC3)nc3c2nnn3Cc2ccccc2Cl)cc1	-4%	4%	-74%	8.2%	-3%	0%	-9%	4	3%	-2%	.
CSc1ncc(Cl)c(C(=O)Nc2ccccc2Cl)n1	2%	3%	-54%	-0.1%	0%	10%	-1%	4	1%	-1%	1%
Cc1cc(N2CCN(C(=O)c3ccco3)CC2)n2nc(C)c(-c3ccccc3)c2n1	-10%	-2%	-55%	-0.2%	-2%	-7%	-6%	3	1%	-12%	48%
COCCN(CC(=O)Nc1cccc(C)c1C)C(=O)c1cc(-c2cccs2)nn1-c1ccccc1	-21%	-8%	-11%	0.4%	-5%	-4%	-10%	11	7%	-4%	-6%
COc1ccc(C(=O)N2CCN(c3cccc(C)c3C)CC2)cc1S(=O)(=O)NC1CC1	-16%	1%	-27%	-0.4%	-2%	-31%	-11%	0	-7%	-7%	-2%
COc1ccc(C(=O)C[n+]2ccc(N)c(C)c2C)cc1	5%	-1%	-35%	0.4%	2%	-18%	1%	-4	-3%	?	0%
CS(=O)(=O)N1CCN(C(=O)c2cc3ccccc3oc2=O)CC1	-1%	3%	0%	-0.3%	-8%	13%	7%	3	.	2%	3%
CC1=C(C(=O)OCc2ccc(C)cc2)C(c2ccc(O)c([N+](=O)[O-])c2)NC(=O)N1 (stereo unspecified)	2%	-1%	24%	-0.4%	2%	?	-4%	24	1%	0%	-3%
